M17LAP inhibition – P. falciparum M17LAP inhibitors, primary screen, biochemical, fluorogenic H-Leu-NHMec substrate, 1536-well (AID 1619). Leucine aminopeptidase (Plasmodium falciparum (isolate 3D7)). recombinant M17LAP, H-Leu-NHMec fluorogenic kinetic assay; higher % means a stronger effect. inhibition, % at 30 µM, or IC50 in µM where a hit was titrated. 0.38% of 220,000 active;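 active means compound inhibiting the enzyme by more than half at any dose during confirmatory dose-response retesting; inconclusive means strong single-dose inhibitors picked by rank but not retested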;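 further: plate controls were full reaction with DMSO carrier for no effect and no enzyme background for full effect; strong numbers were not always called active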
ER stress rescue – rescue of cells from ER stress-induced death, primary screen, 384-well, CSM14.1, thapsigargin, ATP luminescence (AID 1222); CSM14.1 thapsigargin-induced death rescue, ATP luminescence; higher % means a stronger effect; cellular ATP content (survival), % at 20 µM; hits with a dose series show EC50 in µM; 190,000 tested, under 10 active;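 active means EC50 below 50 µM in the dose-response confirmation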;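 further: death triggered by thapsigargin at about 15 µM added after 2 h compound pretreatment; cell ATP read after overnight thapsigargin exposure of roughly 18 to 22 hours; normalized against plate controls of thapsigargin alone and 5% DMSO vehicle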
Yfh1-depleted yeast – enhancers of respiration in Yfh1-depleted yeast, dose response, Friedreich's ataxia, plus single-dose screen (AID 1465); S. cerevisiae Yfh1-off respiration, WST-1 reduction, 72 h; higher fold induction means a stronger effect; one-dose fold induction at 50 µM; EC50 in µM for titrated hits; 0.074% of 220,000 active;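 active means fold induction of absorbance versus untreated yeast above a set limit, then at least 30% activation at any dose in follow-up; inconclusive means repeats straddling the limit, or above it without dose testing; inactive means fold induction below the set limit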;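 further: activators that raise dye reduction in frataxin-depleted yeast; strong numbers were not always called active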
Dynein transport – inhibitors of GR-EGFP nuclear translocation, primary screen, dynein cargo transport inhibitor project, imaging, high-content, 3617.4 mouse cells; test concentration mostly 20 µM; stimulated with dexamethasone, 1 µM; active compounds read low; z-score, hits read low; 0.47% of 220,000 active;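 active means plate z-score of nuclear minus cytoplasmic receptor signal below a set negative limit, without overly bright fluorescence or cell loss, cut at about -3.5 in these data, passing the limit was not always enough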;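 further: z-score of nuclear minus cytoplasmic ring GR-EGFP intensity difference per well; some compounds called inactive have numbers as strong as hits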
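Buffer or medium – tet-free medium with charcoal-stripped serum · Signal – automated 10x imaging of fixed Hoechst-stained cells · Also added – dexamethasone agonist, 1.0 µM final, for 30 min · Incubation – induction 48 h, compound 1 h, agonist 30 min · Read-out – GR-EGFP nuclear translocation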
Hep lipid drop – inhibitors of hepatocyte lipid droplet formation, primary screen, imaging, high-throughput imaging, BODIPY stain; AML12 mouse hepatocytes, oleate lipid droplets; inhibition, % at 6.5 µM; 0.4% of 240,000 active;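 active means lipid droplet intensity inhibited by at least 50%, with more than 500 cells counted; inconclusive means wells with under 300 cells, treated as cytotoxic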
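Material – AML12 mouse liver cells · Also added – oleate loading, 100 µM · Compound dosing – 6.5 µM single-point dosing · Times – overnight treatment with compound plus oleate · Measured by – fluorescence imaging, 20x objective, two fields per well · Read-out – percent inhibition of filter-corrected integrated lipid droplet intensity per well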
MT stabilizer – microtubule stabilizers in HeLa cells, primary screen, imaging, high-content imaging | % tubulin-high responders, % at 10 µM | HeLa tubulin immunostaining HCS, 24 h; share of cells brighter than vehicle mean+2SD | 0.83% of 200,000 active | AID 2205, 2009;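 active means plate Z-score above 3 for both tubulin-high and condensed-nucleus cell shares, with cell loss under 80%, at 10 µM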;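 further: anti alpha tubulin signal scored within the nucleus-defined area of each cell; some results filed as inactive read as strong as hits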
P. falciparum M1AAP – P. falciparum M1AAP inhibitors, biochemical, fluorogenic H-Leu-NHMec substrate, 1536-well (AID 1445) | 0.42% of 220,000 active | Aminopeptidase N (Plasmodium falciparum (isolate 3D7)) | one-dose inhibition, % at 30 µM; IC50 in µM for titrated hits | recombinant M1AAP, H-Leu-NHMec fluorogenic kinetic assay; higher % means a stronger effect;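 active means primary inhibition above the hit cutoff, then over 50% inhibition at one or more dose response concentrations, cut at about 23% in these data, passing the limit was not always enough; inconclusive means conflicting primary data, or primary hits not chosen for dose response; inactive means low primary inhibition, or under 50% at every dose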;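 further: plate controls were DMSO full reaction for no effect and no enzyme background for full effect; strong numbers were not always called active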
Insulin prom up – insulin promoter activators in MIN6 cells, imaging, high-content screening, mouse beta cells. MIN6 insulin promoter-GFP reporter; active compounds read high. z-score at 5 µM. 0.3% of 190,000 active;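 active means z-score above 3 at 5 µM with at least 500 cells counted in the well; inconclusive means wells under 500 cells, flagged as cytotoxic or low count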
Autophagy mod – autophagy modulators in MEF cells, primary screen, imaging, high-content, MEF GFP-LC3 | MEF GFP-LC3 puncta imaging; test concentration mostly 10 µM | calls only at 10 µM (by protocol) | 0.98% of 190,000 active;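 active means percentage of spot-positive cells more than 3 SD above its plate mean, without a fluorescence outlier flag or 80% toxicity; inconclusive means no clear call, values can overlap the other calls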;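 further: spot-positive cell cutoff set from DMSO-treated cells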
Dynein transport cytoplasmic EGFP – second read-out of Dynein transport, no call of its own (marks repeat the call); z-score; measured here: cytoplasmic GR-EGFP intensity; active compounds read high
Dynein transport nuclear GR-EGFP – also measured in Dynein transport; calls as there; z-score; measured here: nuclear GR-EGFP intensity;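 lower value marks the stronger effect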
Dynein transport cell count – further read-out of Dynein transport, marked with its call; z-score; measured here: cell count per field
Insulin prom up cell count – further read-out of Insulin prom up, marked with its call; cell count; measured here: cytotoxicity, nuclei count;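 total cells summed across four imaged fields per well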
Hep lipid drop cells 6.5 µM – recorded beside Hep lipid drop, whose call it bears; cell count; measured here: cell count, cytotoxicity flag;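 cells counted across two imaged fields per well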
MT stabilizer Hoechst-high % – second read-out of MT stabilizer, no call of its own (marks repeat the call); % Hoechst-high responders; measured here: nuclear condensation Hoechst responders;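 share of cells brighter than vehicle mean plus two SD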
MT stabilizer cytotoxicity % – second read-out of MT stabilizer, no call of its own (marks repeat the call); toxicity, %; measured here: cytotoxicity by cell density;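 0% = mean cell density of plate MIN control wells and 100% = no cells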
Autophagy mod cell loss 18 h – further read-out of Autophagy mod, marked with its call; toxicity, %; measured here: cell loss, nuclei count;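 cell loss after 18 h compound exposure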
Starred values were filed as active, the others as inactive; i = inactive; ? = inconclusive; . = no result given; + = active, no number.

SMILES	M17LAP inhibition	ER stress rescue	Yfh1-depleted yeast	Dynein transport	Dynein transport cytoplasmic EGFP	Dynein transport nuclear GR-EGFP	Dynein transport cell count	Hep lipid drop	Hep lipid drop cells 6.5 µM	MT stabilizer	MT stabilizer Hoechst-high %	MT stabilizer cytotoxicity %	P. falciparum M1AAP	Insulin prom up	Insulin prom up cell count	Autophagy mod	Autophagy mod cell loss 18 h
Nc1c(C(=O)NCc2ccccc2)c2nc3ccccc3nc2n1CCCN1CCOCC1	-36%	-2.0%	i	-0.53	-0.0038	0.28	0.87	10	673	3.8	2.4	6.5	5%	-1.6	752	+	-4.4*
C/C(=N\Nc1ccc([N+](=O)[O-])cc1[N+](=O)[O-])c1ccc(-n2nncc2C(C)(C)C)cc1	2%	-4.5%	i	0.48	-0.21	0.36	-0.01	-18	595	3.7	1.8	11	4%	-0.52	1500	i	3
CN(C)c1ccc(N=Nc2ccc(S(=O)(=O)O)cc2)c2ccccc12	11%	-2.2%	i	-0.65	-0.37	-0.56	0.75	18	709	2.8	2.7	0.6	3%	0.1	1134	i	3
O=C(NCc1ccc2c(c1)OCO2)c1cc([N+](=O)[O-])ccc1N1CCCCC1	-8%	2.1%	i	-0.71	-0.21	-0.15	0.43	-4	605	16*	37*	60*	9%	-0.02	1121	i	37
COc1ccc(S(=O)(=O)Nc2c3ccccc3nc(=O)n2-c2ccccc2)cc1	10%	-3.3%	i	-0.46	-0.044	-0.072	0.62	-1	781	1.6	1.6	7.8	12%	.	.	i	2
COc1cccc(C2CC(C(F)(F)F)n3ncc(C(=O)NCC4CCCO4)c3N2)c1 (centres undefined)	13%	1.4%	i	-0.78	-0.26	-0.31	0.68	.	.	3.9	3.3	4.0	5%	.	.	i	11
Cc1ccccc1N1C(=O)C2ON(c3ccccc3)C(c3cccnc3)C2C1=O (centres undefined)	12%	0.7%	i	0.75	-0.21	0.61	-0.044	.	.	5.0	2.7	4.3	11%	0.4	1139	i	4
COc1ccccc1-n1nnnc1SCc1cc2c(cc1Br)OCO2	0%	-3.4%	i	0.9	-0.081	0.41	-0.65	-34	658	1.9	1.0	5.1	11%	0.08	1205	i	1
CCC1CCCCN1C(=O)c1sc2nc(C)nc(N(CC)CC)c2c1C (centres undefined)	10%	-15%	i	1.7	-0.12	0.91	-1	3	678	1.0	2.6	12	1%	-1.1	1187	i	-1
O=C(Nc1cccs1)Nc1ccccc1Cl	11%	-0.7%	i	-0.84	-0.18	-0.17	1.1	24	879	2.7	2.5	5.6	4%	0.64	770	i	-16
Cc1ccc(C(=O)NCCCn2ccnc2)cc1[N+](=O)[O-]	7%	-1.8%	i	1.6	-0.22	0.18	-0.35	.	.	2.4	1.2	6.0	?	5.5*	1498*	i	16
COC(=O)CCC(NC(=O)c1cc(-c2ccc3c(c2)OCCO3)oc1C)C(=O)OC (centres undefined)	18%	-0.1%	i	-0.46	-0.19	0.016	-0.3	.	.	4.7	2.0	6.2	3%	0.52	1452	i	5
CC(=O)c1cccc(S(=O)(=O)N2CCN(c3ccccc3F)CC2)c1	7%	-1.8%	i	-1.2	-0.26	-0.2	2.3	1	678	4.2	1.5	21	6%	-0.69	1332	i	29
O=c1c2ccccc2nc(/C=C/c2ccc([N+](=O)[O-])cc2)n1CCCO	37%	-2.5%	i	-0.31	-0.056	-0.041	0.27	10	672	3.1	3.1	4.1	10%	-0.17	1269	i	-4
CC(=O)Nc1cccc(OCCCNC(=O)C2CCC2)c1	0%	.	i	0.42	-0.3	0.065	0.12	3	644	.	.	.	-5%	.	.	.	.
O=C(NC(=S)NCc1cccnc1)c1ccc([N+](=O)[O-])cc1	8%	-0.6%	i	-0.39	-0.36	-0.048	0.34	-15	630	2.4	2.1	3.2	18%	0.19	1270	i	1
C/C(CC(=O)NC1CCCC1)=N\NC(=O)Cc1cccs1	-1%	-2.4%	i	-1.1	-0.23	-0.79	2.9	.	.	1.7	1.3	14	1%	-1.1	1641	i	-1
COc1ccc(S(=O)(=O)Nc2cc(C)ccn2)cc1OC	12%	-2.1%	i	-0.33	0.14	0.41	2.7	1	780	2.8	2.3	17	-2%	-0.42	1348	i	-2
CCOC(=O)C1=C(CS(=O)(=O)c2ccc(C)cc2)NC(=O)NC1c1ccc(O)c(OC)c1 (centres undefined)	21%	.	i	-0.32	0.065	0.25	0.37	12	686	.	.	.	0%	0.58	904	.	.
O=[N+]([O-])c1ccc(/C([O-])=C(/C(=S)NCc2ccco2)[n+]2ccccc2)cc1	8%	-0.3%	i	0.29	-0.23	-0.22	0.65	-3	609	3.9	2.5	6.6	14%	-0.26	1223	i	-5
COc1cc(C2C(C(C)=O)=C(O)C(=O)N2CCc2c[nH]c3ccccc23)ccc1O (centres undefined)	33%	0.5%	i	-0.064	-0.13	0.24	-0.59	.	.	3.3	2.3	12	7%	0.08	1480	i	3
COC(=O)c1cccc(NC(=O)CN2CCC(NC(=O)c3cc(OC)c(OC)c(OC)c3)CC2)c1	-8%	.	i	0.091	-0.24	0.11	0.52	.	.	4.1	1.6	5.3	-7%	.	.	i	-6
NCCOc1ccccc1OCCN	-3%	.	i	0.43	-0.24	0.5	-0.76	5	722	4.4	1.9	6.4	6%	0.14	1268	i	4
COC(=O)NCC(c1ccco1)N1CCN(c2ccc(F)cc2)CC1 (centres undefined)	6%	-1.0%	i	0.57	-0.24	0.087	0.062	2	617	4.4	1.9	8.3	-1%	-0.03	1571	i	2
Cc1ccc(-c2nnn(CC(=O)N(Cc3ccc(F)cc3)C(C(=O)NC3CCCC3)c3ccncc3)n2)o1 (centres undefined)	13%	-2.2%	i	-0.63	-0.25	-0.35	-0.31	-5	693	4.1	2.6	5.8	4%	.	.	i	0
COc1ccc(Cl)cc1NC(=O)CN1CCC(n2nnc3cc(C)ccc32)CC1	0%	-1.5%	i	-0.2	0.062	-0.19	0.47	-22	769	6.7	2.7	8.5	-5%	-4	1176	i	-36
Cc1sc(NC(=O)c2ccco2)c(C(c2cccnc2)N2CCN(c3ccc(F)cc3)CC2)c1C (centres undefined)	-12%	.	i	-0.58	-0.18	-0.09	0.15	-1	636	9.6	6.9	23	7%	-0.9	1670	i	1
Cc1cc(NC(=S)Nc2cccnc2)ccc1Br	12%	1.7%	i	-0.59	-0.17	-0.33	0.36	0	675	2.0	2.0	5.0	5%	-0.19	1090	i	18
COc1cccc(-n2nnc(S(=O)(=O)c3ccc(C)cc3)c2N)c1	0%	-1.3%	i	0.98	-0.27	1.2	-0.54	-24	615	5.0	2.0	5.5	1%	0.52	1254	i	-2
CC(CCc1ccccc1)NC(=O)CCCCCNc1nc(=S)[nH]c2ccccc12 (centres undefined)	-2%	-4.3%	i	-0.32	-0.077	-0.079	0.7	-16	675	3.0	2.5	7.6	2%	-0.41	1275	i	-5
CCOc1ccc(C2=C(C=Nc3c(C)n(C)n(-c4ccccc4)c3=O)C(c3ccc(F)cc3)c3ccccc3O2)cc1 (centres undefined)	-8%	0.2%	?	-0.38	-0.24	0.00043	0.16	.	.	2.6	2.0	6.0	10%	-4.2	774	i	1
CCN(CC)Cc1nc2c(c(=O)[nH]1)C1(CCCC1)Cc1ccccc1-2	3%	2.1%	i	-0.19	-0.19	0.019	-0.49	.	.	3.3	1.5	6.0	6%	.	.	i	0

Screening data deposited in PubChem BioAssay by several laboratories.

Rows are unselected; overall some 3.5% were active at least once.
